# Screening data (PubChem BioAssay)
# PMI act – activators of human phosphomannose isomerase; activation factor at 20 µM; hit rate 0.005% among 190,000; AID 1214; purified human PMI, coupled resazurin fluorescence, 20 min; active compounds read high; 1 = vehicle control, 0 substrate-free wells; P34949;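 active = activation factor of 2 or more at 20 µM, relative to plate controls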
# Target sequence (P34949 whole entry, looked up): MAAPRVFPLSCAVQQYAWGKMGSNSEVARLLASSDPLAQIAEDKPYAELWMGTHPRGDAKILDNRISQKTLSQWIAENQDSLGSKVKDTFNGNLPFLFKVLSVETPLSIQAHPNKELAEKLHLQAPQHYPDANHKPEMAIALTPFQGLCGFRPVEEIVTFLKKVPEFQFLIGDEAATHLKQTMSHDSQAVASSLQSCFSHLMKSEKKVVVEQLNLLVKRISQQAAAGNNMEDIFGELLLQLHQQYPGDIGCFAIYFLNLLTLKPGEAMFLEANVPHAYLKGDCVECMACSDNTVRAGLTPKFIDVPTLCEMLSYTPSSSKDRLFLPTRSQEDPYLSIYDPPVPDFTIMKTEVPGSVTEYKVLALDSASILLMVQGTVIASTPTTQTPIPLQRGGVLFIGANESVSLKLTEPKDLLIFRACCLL
# HMGR II inh – E. faecalis class II HMG-CoA reductase inhibition | purified E. faecalis HMGR, NADPH absorbance 340 nm kinetic | inhibition, % at 10 µM | hit rate 0.41% among 190,000 | AID 1066;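 active = inhibition above a set limit, the median over all tested compounds plus 3 SD, cut at about 9.5% in these data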;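 note: enzyme runs in reverse so mevalonate oxidation gives rising NADPH absorbance; 0% = complete reaction with DMSO and 100% = background rate lacking mevalonate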
# S1P3 antagonist – S1P3 (human) receptor antagonism | Q99500 | CHO S1P3 NFAT-BLA reporter, FRET fluorescence, antagonist mode | inhibition, % at 4.98 µM | hit rate 0.27% among 170,000;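 active = inhibition above the plate cutoff, the mean inhibition of test wells on that plate plus 3 SD, cut at about 28% in these data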;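 note: cells challenged with S1P at its EC80 of 0.8 µM; blue over green emission ratio from cleaved BLA substrate after 4 h stimulation; 0% = S1P-stimulated wells and 100% = unstimulated DMSO-only wells; some compounds past the cut are filed as inactive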
# Lmaj promast – reduces viability of Leishmania major promastigotes; resazurin fluorescence viability; inhibition, % at 10 µM; hit rate 9% among 200,000; in the data active = inhibition above about 50%;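 note: promastigotes grown with compound for 44 hours at 28 °C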
# RAM inhibit – yeast RAM network inhibition; S. cerevisiae dse1pr::URA3 reporter, 5-FOA growth OD615, 2 d; analog-sensitive cbk1-as2 kinase mutant strain; hit rate 1.8% among 190,000; inhibition, % at 50 µM; AID 868;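 active = inhibition above a set limit, 3 SD over mean compound inhibition, cut at about 8.4% in these data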;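 note: 0% = DMSO-only wells with no growth and 100% = 10 µM 1-NA-PP1 full growth; inhibition rescues growth on 5-FOA so higher OD means more RAM inhibition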
# Hsp70 act – switches on Hsp70 transcription. activation, % at 10 µM. HeLa Hsp70 promoter luciferase reporter, luminescence; scaled: vehicle 0, proteasome-inhibitor control 100%. hit rate 0.04% among 200,000;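 active = activation above the mean across all tested compounds plus 3 SD, cutoff set per campaign, cut at about 5.5% in these data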;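 note: 100% = MG132 at 30 µM as the positive control and 0% = DMSO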
# PMI act satM6P – increases human PMI activity with near-saturating mannose 6-phosphate | P34949 | coupled PMI enzyme assay, resazurin fluorescence, 20 min; active compounds read high; 1 = untreated enzyme, 0 = substrate-free blank | activation factor at 20 µM | hit rate 0.34% among 190,000 | AID 1216;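 active = activation factor of 2 or more at 20 µM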
#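 Test system: human phosphomannose isomerase with PGI, G6PDH, diaphorase coupling enzymes / Doses: 20 µM compound, 1% DMSO / Times: enzyme reaction with compound 20 min at room temperature / Measured by: Diaphorase-driven resazurin-to-resorufin fluorescence, excitation 544, emission 590 nm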
# TNAP inh no acc – blocks human TNAP activity with no phosphate acceptor present | purified TNAP, CDP-star luminescence, 30 min | inhibition, % at 20 µM | hit rate 0.26% among 200,000;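 active = tissue-nonspecific alkaline phosphatase inhibition above about 50% at 20 µM in the single-dose screen, limit read from the data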;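 note: 0% = DMSO negative control and 100% = EDTA positive control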
# Target sequence (P05186 whole entry, looked up): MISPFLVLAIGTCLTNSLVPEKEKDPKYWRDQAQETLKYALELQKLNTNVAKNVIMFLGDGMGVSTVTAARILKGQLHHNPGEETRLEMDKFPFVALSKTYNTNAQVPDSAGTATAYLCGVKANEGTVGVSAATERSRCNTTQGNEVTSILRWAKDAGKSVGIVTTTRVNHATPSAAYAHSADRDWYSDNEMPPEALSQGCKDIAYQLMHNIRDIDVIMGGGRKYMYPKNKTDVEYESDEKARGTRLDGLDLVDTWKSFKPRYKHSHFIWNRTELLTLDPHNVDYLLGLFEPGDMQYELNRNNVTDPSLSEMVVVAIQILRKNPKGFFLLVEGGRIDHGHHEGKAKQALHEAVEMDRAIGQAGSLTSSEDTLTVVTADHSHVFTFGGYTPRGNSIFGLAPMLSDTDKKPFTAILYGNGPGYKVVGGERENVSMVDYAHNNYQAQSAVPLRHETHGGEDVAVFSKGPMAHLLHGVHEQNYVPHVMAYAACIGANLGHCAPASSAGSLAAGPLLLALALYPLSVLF
# TNAP inh hi DEA – TNAP (human) inhibition, high acceptor. purified TNAP, CDP-star luminescence, 1 M DEA. inhibition, % at 20 µM. hit rate 0.03% among 200,000. AID 1135;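 active = over 50% inhibition of tissue-nonspecific alkaline phosphatase at 20 µM in the single-dose screen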;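 note: plate controls were DMSO wells for no effect and EDTA-quenched wells as full inhibition for full effect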
# Redox H2O2 prof – compounds producing H2O2 with reducing agent – biochemical, NIH compound library profiling, artefact control for MLSCN library redox annotation, primary screen; DTT-dependent redox cycling H2O2, phenol red/HRP absorbance; 100% = 100 µM peroxide control, 0% = buffer; activation, % at 10 µM; hit rate 0.03% among 200,000; AID 878;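 active = activation of at least 50% relative to the plate's high and low controls in the primary single-dose screen; inactive = activation below 50%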;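 note: compound incubated with DTT at 0.8 mM final as the reducing agent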
# Active calls of the source: *; x = not tested or not shown. Rows are unselected. Share with any hit: about 12%.
SMILES,PMI act,HMGR II inh,S1P3 antagonist,Lmaj promast,RAM inhibit,Hsp70 act,PMI act satM6P,TNAP inh no acc,TNAP inh hi DEA,Redox H2O2 prof
CC(=O)Nc1c(C(=O)N2CCOCC2)sc2nc3c(cc12)COC(C)(C)C3,1,0,8,-10,-0.6,-0.1,1.1,-11,-7,0.5
CC(=O)Nc1ccc(NC(=O)COc2ncnc3ccccc23)cc1,1.1,-2,-4,-3,1.8,-0.1,1.1,-12,-6,0.3
COc1ccccc1Oc1ccc(N/C=C/C(=O)c2ccc(C)o2)cc1,1,-8,-1,25,1.4,-0.1,0.8,-12,0,-0.1
CCC(CO)Nc1ccc(-c2nn(C)c(=O)c3ccccc23)cc1[N+](=O)[O-] (stereo unspecified),0.9,-3,4,43,2.8,-0.4,1,16,10,-0.7
O=C(c1ccc(F)cc1)C1CCN(S(=O)(=O)c2ccccc2)CC1,1,0,-13,-2,2.6,-0.3,1.1,-8,-5,-0.2
FC(F)Oc1ccc(NC(=S)Nn2cnnc2)cc1,0.4,-3,1,-9,-0.4,-0.3,0.7,-17,-4,-0.7
Cc1cc(C(=O)OCC(=O)Nc2cccnc2Cl)c2ccccc2n1,1,-5,-2,-2,1.2,0.3,0.9,-8,-4,-2.4
CC(=O)N1CCc2ccc(S(=O)(=O)N3CC(C)OC(C)C3)cc21 (stereo unspecified),1,0,-7,3,0.4,0.0,1.1,-9,-4,0.8
COc1ccc(CCNc2ccc(N3C(=O)CC(C)C3=O)cc2[N+](=O)[O-])cc1 (stereo unspecified),1,-5,0,-2,0.9,0.0,1,6,20,3.6
O=C(Cn1nnc(-c2ccccc2NC(=O)c2ccccc2F)n1)NC1CCCC1,1,-3,-13,-2,2.6,-0.2,1,-12,-8,-0.2
Cc1ccc(C(=O)NCC(=O)OCC(=O)NC2CCCC(C)C2C)s1 (stereo unspecified),1,-6,-19,-7,1.1,0.1,1,-10,-5,-0.1
CNC(=O)NC(=O)CSc1ncc(C(F)(F)F)cc1Cl,1,-5,1,16,3.0,-0.2,1,-5,2,0.3
O=S1(=O)C[C@@H](O)[C@@H](Nc2ccc(Cl)cc2)C1,1,-6,x,-5,0.4,0.1,1.1,-2,0,0.1
COCCNC(=O)CN(Cc1cccs1)C(=O)CCC(=O)Nc1nccs1,1.1,2,-1,-3,2.2,-0.2,1.1,-11,-7,-0.2
Cc1cccc(NC(=O)CCNC(=O)c2ccco2)c1,1.1,-6,-3,-4,1.6,-0.1,1.1,-5,-3,0.3
CCO[C@@H]1OC(C(=O)N2CCN(C)CC2)=C[C@H](c2csc3ccccc23)[C@H]1CCCO,0.9,-2,1,1,0.6,-0.1,0.9,-9,-7,-0.7
CCOC(=O)CN1CC23C=CC(O2)C(C(=O)Nc2ccc(OCC)cc2)C3C1=O (stereo unspecified),0.9,-1,-32,-10,1.2,0.0,0.9,-10,2,-0.5
O=C1C=C(O)CC(c2ccco2)C1 (stereo unspecified),1,1,x,-3,1.4,0.0,0.9,-13,-3,34
COc1ccc(CCNC(=O)c2c(C)nc3ccccn23)cc1OC,0.9,1,2,1,-0.2,0.2,0.9,-8,-3,-0.2
CC1=NN(Cc2ccccc2)C(=O)C1,0.9,-5,-12,-1,4.4,-0.4,1.1,-14,-3,-0.5
COc1ccc(NC(=O)C2CCC(C)(C(=O)O)C2(C)C)cc1 (stereo unspecified),0.9,-9,x,-3,1.6,-0.2,1,-8,-2,-0.4
Cc1ccc2nc(NC(=O)CCn3cccc3)sc2c1,1.1,0,-6,7,3.0,0.3,1,-5,-2,-2.7
CC(CN1CCOCC1)OC(=O)COc1ccc(F)cc1 (stereo unspecified),1,-2,14,-6,-0.5,-0.5,1.1,-13,-4,1.2
COc1ccc(C2Nc3ccccc3C(=O)N2Cc2ccco2)cc1COc1ccc([N+](=O)[O-])cc1 (stereo unspecified),0.9,2,x,46,4.8,0.0,0.8,10,0,0.4
COc1ccc(C2(CNC(=O)Cc3ccc(OC)c(OC)c3)CCOCC2)cc1,1.1,-8,x,-2,2.9,-0.4,1.1,-9,-6,0.3
COc1ccc(C(C)=O)cc1COc1nc(C)nc2ccccc12,1,2,2,0,1.2,-0.2,1.1,-20,-4,-1.6
Cc1ccc(C(=O)Nc2cc(Cl)ccc2OC(=O)c2ccc(C)cc2)cc1,1,2,x,2,3.0,0.3,1,-1,2,-7.7
O=C1Cc2ccccc2Sc2ccccc21,0.9,-5,x,-1,0.5,0.1,0.9,-5,-2,-5.2
O=C(CCNC(=O)c1ccccc1)Oc1ccc([N+](=O)[O-])cc1,1.1,-5,2,14,1.6,0.6,1.1,3,8,-0.6
Cc1ccc2c(c1)[nH]c1c(=O)n(CCC3=CCCCC3)cnc12,1.2,-1,x,6,2.1,-0.1,1,0,-4,4.1
COc1ccc2nc3sc(C(=O)NCc4cccs4)c(N)c3cc2c1,1.1,-1,54*,6,1.8,0.0,1,0,-2,-0.2
COc1cccc(CNC(=O)CCC2CCCN(C(=O)C3CCOCC3)C2)c1 (stereo unspecified),0.9,2,-27,-6,-0.1,-0.1,0.9,-10,-4,-1.6
C=CCN1C(=O)C2C(C(=O)NCc3ccccc3)C3C=CC2(O3)C1C(=O)NC(C)(C)C (stereo unspecified),1.1,-7,4,-4,1.4,-0.4,1.1,-5,-6,-0.7
Cc1cc(C)nc(SCC(=O)Nc2ccccc2[N+](=O)[O-])n1,1,-3,x,0,-0.5,0.4,1,-6,0,-7.1
O=C(Nc1ccc(C(=O)N2CCOCC2)cc1)c1cnn2c(C(F)F)cc(-c3ccccc3)nc12,0.9,0,2,-1,3.4,-0.4,0.9,-6,-8,0.2
COC(=O)c1ccccc1N(C)S(C)(=O)=O,0.9,-2,x,0,1.2,-0.5,1,-8,-6,0.6
O=C(CNC(=O)c1ccco1)N/N=C/c1ccccc1[N+](=O)[O-],1,-8,2,0,1.4,-0.2,0.9,-8,-2,-0.1
CC(C)(C)NC(=O)C(c1ccc(O)cc1)N(C(=O)CCC(=O)Nc1nccs1)c1ccc(F)cc1 (stereo unspecified),0.9,-2,4,-9,2.8,-0.3,1,-7,-7,-0.1
Cc1ccc(CNC(=O)c2cnccn2)cc1,1,-1,4,-8,2.1,-0.3,1,-10,-4,-0.2
N#C/C(=N/Nc1ccccc1F)C(=N)N1CCOCC1,1.3,5,x,-7,1.9,-0.3,1.1,-2,6,-4.5
O=C(Cc1ccc(Cl)c(Cl)c1)Nc1ccccc1N1CCOCC1,1.3,-2,17,6,2.0,-0.1,1.1,6,-1,-0.2
CC(C)(C)N(Cc1ccccc1)C(=O)COC(=O)Cn1cnc2ccccc2c1=O,0.9,7,1,10,0.4,-0.1,1,-53,-6,-0.3
CCOc1ccc2nc(N3C(=O)/C(=C/c4ccc(Cl)cc4)NC3=S)sc2c1,1,1,8,-4,7.8,-0.3,1.1,-43,24,0.5
CCOc1cccc2cc(-c3csc(NC(=O)CCC(=O)N4CCC(C)CC4)n3)c(=O)oc12,0.9,-2,x,5,3.4,-0.4,0.9,-5,0,-0.1
COc1ccc2cc(S(=O)(=O)n3cnc(C)c3)ccc2c1,1,-4,8,-2,0.7,-0.1,1,1,0,0.1
O=C(/C=C/c1ccccc1)N1CCC[C@H]1CO,1,4,-10,-4,0.7,-0.3,1,-13,-4,0.4
O=C(NCCc1c[nH]c2ccccc12)C(F)(F)C(F)F,1.1,-6,-33,0,2.7,-0.4,1,-18,-7,-0.1
Cc1ccc(CNC(=O)c2cc3c(C)nc4ccccc4c3o2)cc1,0.9,-2,x,10,-0.1,-0.5,0.8,-9,-2,26
NC(=O)C1CCN(C(=O)c2ccc(C(F)(F)F)cc2)CC1,0.9,-1,9,-6,0.4,-0.2,0.9,-7,0,-0.2
COc1cc(/C=N/NC(=O)c2cccnc2)ccc1OS(=O)(=O)c1ccc(C)cc1,1,-4,-1,-4,7.1,-0.3,1.1,-6,-4,-0.1
CCCOc1ccc(-c2nc[nH]c2[N+](=O)[O-])cc1,1.3,0,-14,19,1.1,-0.1,1.2,0,-3,-0.3
CCOc1ccc(NC(=O)N(C2CCCCCC2)C2CCN(C(C)=O)CC2)cc1,0.9,-9,-32,8,0.5,-0.2,0.9,-8,0,3.5
CN1CCN(C2=Cc3ccccc3Sc3cc(F)c(Cl)cc32)CC1,1.1,-6,x,93*,2.8,-0.2,1,-8,-2,-0.4
S=C(c1ccccc1)N1CCN(C(=S)c2ccccc2)CC1,0.9,1,-3,-2,2.4,-0.4,1,-6,-1,0.1
O=C(c1ccc([N+](=O)[O-])cc1)n1nc(-c2ccccc2)nc1NCc1ccccc1,1,-9,x,0,7.2,-0.2,1,23,-8,3.1
Cn1c(=O)c2c3c(sc2n2c(SCc4ccccc4)nnc12)CCCC3,0.9,-1,-4,9,0.7,-0.1,1,-14,-3,0.3
CCn1nc(C)c(CN2CCN(Cc3ccc(OC)c(C)c3C)C(CCO)C2)c1C (stereo unspecified),0.9,-1,-1,6,0.7,-0.3,1,-10,-8,-1.2
CC(C)OC(=O)c1nnn(-c2nonc2N)c1CN1CCc2ccccc2C1,1,3,-7,21,1.0,0.0,1,5,-5,1.4
COC(=O)c1ccc(NC2c3ncccc3C(=O)N2Cc2cccs2)cc1 (stereo unspecified),0.9,1,-14,0,0.6,-0.3,0.9,-6,-2,-0.1
C/C(CC(=O)NCc1ccc(Cl)cc1)=N\NC(=O)Cc1ccccc1,1.1,2,-6,-4,-0.8,0.1,1,3,0,0.1
# Later entries
SMILES,PMI act,HMGR II inh,S1P3 antagonist,Lmaj promast,RAM inhibit,Hsp70 act,PMI act satM6P,TNAP inh no acc,TNAP inh hi DEA,Redox H2O2 prof
CCOC(=O)C(Cc1ccc(NC(=O)/C(=C/c2ccc(OC(C)=O)cc2)NC(C)=O)cc1)N1C(=O)c2ccccc2C1=O (stereo unspecified),1,-4,x,-6,2.5,-0.2,1,-6,-2,1.9
Cc1cc(C)c(OCCN(C)C)c(Cl)c1,1,-7,10,1,1.2,-0.1,1,-10,-2,7.0
O=C(CCNC(=O)c1ccccc1Cl)Nc1ccc(S(=O)(=O)Nc2ncccn2)cc1,1.1,-3,1,-4,1.1,-0.1,1,-14,-4,-1.9
Cc1cccc(NC(=O)CCC(=O)N/N=C/c2cc([N+](=O)[O-])ccc2O)c1,0.7,2,-18,8,1.5,-0.1,1,13,8,-0.2
COc1ccc(C2CC(c3ccccc3)=NN2C(=O)COC(=O)C2(C)CC2(Cl)Cl)cc1 (stereo unspecified),0.8,-4,5,60*,2.4,-0.2,0.9,1,0,0.3
CCCn1cc(CN2CCC(Cc3ccccc3)(C(=O)OCC)CC2)c(C)n1,0.9,-11,-3,20,0.1,-0.4,1,-3,-4,12
COc1cc(C#N)ccc1OCC(=O)Nc1cccc(S(=O)(=O)N2CCCC2)c1,1,-1,-6,6,1.4,-0.1,1,-14,-3,0.6
